Source: PubChem (Broad Institute)
STK33 kin inh – blocks human STK33 kinase activity. ADP-Glo luminescence, MBP substrate. inhibition, % at 12.5 µM. 27,000 tested, 0.44% active. AID 2322; in the data active = inhibition above about 20%
Target sequence (Q9BYT3 whole entry, looked up): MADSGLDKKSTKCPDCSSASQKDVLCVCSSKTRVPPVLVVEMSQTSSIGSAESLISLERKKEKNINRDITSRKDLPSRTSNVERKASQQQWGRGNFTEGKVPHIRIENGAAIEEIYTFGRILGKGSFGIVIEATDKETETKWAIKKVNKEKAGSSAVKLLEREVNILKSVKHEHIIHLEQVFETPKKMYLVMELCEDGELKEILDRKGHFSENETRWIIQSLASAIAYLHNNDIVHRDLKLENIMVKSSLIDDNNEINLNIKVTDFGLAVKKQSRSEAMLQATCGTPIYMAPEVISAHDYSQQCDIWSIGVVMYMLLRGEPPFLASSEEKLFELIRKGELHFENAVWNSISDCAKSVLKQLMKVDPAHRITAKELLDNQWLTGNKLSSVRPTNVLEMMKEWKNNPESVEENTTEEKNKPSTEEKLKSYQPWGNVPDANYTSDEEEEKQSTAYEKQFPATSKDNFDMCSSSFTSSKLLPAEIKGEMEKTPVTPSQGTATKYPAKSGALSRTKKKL
p53 PUMA act – re-activators of the mutant p53 pathway. SW480 PUMA-promoter luciferase, p53 mutant reactivation. activation, % at 9.98 µM. 28,000 tested, 1.5% active. AID 624151; in the data active = activation above about 52%
* hit, by the source's call; . = no result given. This is a subset, so the mix of outcomes need not match the whole.

SMILES	STK33 kin inh	p53 PUMA act
COc1ccc(C)cc1S(=O)(=O)N(CC(=O)O)c1cc(C)cc(C)c1	-3	2
CCn1c(SCC(=O)Nc2ccc([N+](=O)[O-])cc2)nnc1-c1ccccc1F	1	-10
C[C@@H]1CN([C@@H](C)CO)C(=O)c2cccc(NS(=O)(=O)c3cn(C)cn3)c2O[C@H]1CN(C)Cc1ccc(C(F)(F)F)cc1	.	-4
C[C@@H]1CN([C@H](C)CO)C(=O)c2cc(NC(=O)Nc3ccc(F)cc3)ccc2O[C@H]1CN(C)Cc1ccc(C(F)(F)F)cc1	1	.
COc1ccc(S(=O)(=O)n2nc(OC(=O)C(C)(C)C)cc2N)cc1	0	.
C[C@@H]1CC[C@]2(C)[C@H](CC[C@@H](O)[C@]2(C)O)[C@@]1(C)CC(=O)c1ccoc1	-11	0
C[C@H](CO)N1C[C@H](C)[C@H](CN(C)C(=O)NC2CCCC2)Oc2ncc(-c3ccccc3)cc2C1=O	7	9
Cc1ccc(NC(=O)CSC2CC(=O)N(c3ccccc3)C2=O)cc1C (centres undefined)	-3	7
O=C1C(=O)N(Cc2ccco2)C(c2cccs2)C1C(=O)c1cccs1 (centres undefined)	-1	-3
COc1ccccc1CCNC(=O)c1cc(-c2ccccc2)nc2ccccc12	0	13
C[C@H]1CN([C@@H](C)CO)C(=O)Cc2cc(NC(=O)Nc3cccc4ccccc34)ccc2O[C@@H]1CN(C)CC1CC1	0	4
Cc1ccc(S(=O)(=O)N(C)C[C@@H]2Oc3ccc(NC(=O)C4CCCCC4)cc3C(=O)N([C@H](C)CO)C[C@H]2C)cc1	.	21
C[C@@H]1CCCCO[C@@H](CN(C)Cc2ccc(Cl)c(Cl)c2)[C@@H](C)CN([C@H](C)CO)C(=O)c2cc(NS(=O)(=O)c3ccc(Cl)cc3)ccc2O1	0	.
COc1ccc(N(CC(=O)Nc2cc(C)ccc2C)S(C)(=O)=O)cc1OC	2	-2
C[C@H]1CN([C@@H](C)CO)C(=O)Cc2cc(NC(=O)NC3CCCCC3)ccc2O[C@@H]1CN(C)C(=O)Nc1ccc(F)cc1	1	5
Cc1ccc(S(=O)(=O)N(C)C[C@H]2Oc3ccc(NC(=O)Nc4cccc5ccccc45)cc3CC(=O)N([C@H](C)CO)C[C@H]2C)cc1	6	.
CCCc1c(C(=O)O)cc2c(c1O)C(=O)c1c(O)cccc1C2=O	2	4
C[C@@H]1CN([C@@H](C)CO)C(=O)c2cc(/C=C/c3ccccc3)cnc2O[C@@H]1CN(C)C(=O)Nc1ccccc1F	.	1
COc1ccc(NC(=S)NCc2cc(C)n(C)n2)cc1OC	-3	21
C[C@@H]1CN([C@H](C)CO)C(=O)c2cccc(NS(=O)(=O)c3cn(C)cn3)c2O[C@H]1CN(C)C(=O)Nc1ccc(C(F)(F)F)cc1	.	14
Cc1ccc(-c2cn(S(=O)(=O)c3cccc4nsnc34)nc2N)cc1	-2	-12
CNC[C@@H]1Oc2ccc(NC(=O)Cc3ccccc3)cc2C(=O)N([C@H](C)CO)C[C@H]1C	.	5
CC(C)=CCC/C(C)=C/CC(O)/C(C)=C/Cc1cc(C(=O)O)ccc1O (centres undefined)	-1	-41
C[C@H]1CN([C@@H](C)CO)C(=O)c2cc(NC(=O)Cc3ccccc3)ccc2O[C@@H]1CN(C)Cc1ccncc1	1	.
CCn1c(SCC(=O)Nc2c(C)cc(C)cc2C)nnc1-c1ccc(Br)cc1	2	-1
COc1ccccc1S(=O)(=O)N(C)C[C@H]1OCc2cnnn2CCCC(=O)N([C@H](C)CO)C[C@H]1C	-1	5
CCc1c(C)sc(NC(=O)COc2ccccc2)c1C(=O)N1CCOCC1	1	16
C[C@H](CO)N1C[C@H](C)[C@H](CN(C)C(=O)Nc2ccccc2)Oc2ncc(C#Cc3ccc(F)cc3)cc2C1=O	1	.
CC(C)NC(=O)Nc1ccc2c(c1)C(=O)N([C@H](C)CO)C[C@H](C)[C@@H](CN(C)C(=O)Nc1ccc(C(F)(F)F)cc1)OCCCC[C@@H](C)O2	3	.
O=C(CC1Nc2cccc3cccc(c23)NC1=O)Nc1ccc(F)cc1 (centres undefined)	6	-27
C[C@@H]1CN([C@@H](C)CO)C(=O)c2cc(C#C[C@@H](C)O)cnc2O[C@@H]1CN(C)C(=O)CC1CC1	.	12
O=[N+]([O-])c1ccccc1-c1ccc(-c2nn3c(-c4ccccc4)nnc3s2)o1	6	43
CCS(=O)(=O)c1nc2ccccc2n1CC(=O)N1CCOCC1	3	16
CNC[C@H]1Oc2ccc(NC(=O)Cc3ccccc3)cc2CC(=O)N([C@@H](C)CO)C[C@@H]1C	-4	9
CNC[C@H]1Oc2ccc(NC(=O)Cn3cnnn3)cc2CC(=O)N([C@@H](C)CO)C[C@H]1C	3	0
CCn1c(NCc2ccccc2O)nc2ccccc21	-5	62*
CNC(=O)Oc1ccc2c(c1)[C@]1(C)CCN(C)[C@@H]1N2C	2	2
C[C@H](CO)N1C[C@H](C)[C@H](CN(C)CC2CC2)Oc2ccc(NC(=O)Cc3ccccc3)cc2C1=O	.	-3
C[C@H]1CCCCO[C@H](CN(C)C(=O)Nc2ccc(F)cc2)[C@@H](C)CN([C@@H](C)CO)C(=O)c2cc(NC(=O)CCCN(C)C)ccc2O1	.	12
COc1ccc(-c2noc(CSc3nnc(-c4ccccc4)n3C)n2)cc1	-5	12
C[C@H](CO)N1C[C@H](C)[C@@H](CN(C)C(=O)CCCN(C)C)OCCCC[C@H](C)Oc2ccc(NS(=O)(=O)c3cccs3)cc2C1=O	.	-4
C[C@@H]1CN([C@@H](C)CO)C(=O)c2cc(NC(=O)Nc3ccc(F)cc3)ccc2O[C@H]1CN(C)Cc1ccccc1	.	-3
CC1(C)Cc2nc3nc(SCC(=O)Nc4ccccc4)nc(N)c3cc2CO1	-3	30
CCOc1ccccc1OCC(=O)Nc1cc(Cl)ccc1OC	-7	0
C[C@H](CO)N1C[C@H](C)[C@@H](CN(C)C(=O)Nc2ccc3c(c2)OCO3)Oc2ccc(NS(C)(=O)=O)cc2C1=O	.	-4
C[C@H]1CN([C@@H](C)CO)C(=O)c2cc(/C=C/c3ccccc3)cnc2O[C@@H]1CN(C)Cc1ccc2c(c1)OCO2	.	-10
C[C@H](CO)N1C[C@H](C)[C@H](CN(C)C(=O)Nc2ccc(F)cc2)Oc2ccc(NC(=O)Nc3ccccc3)cc2CC1=O	1	10
C[C@@H]1CN([C@H](C)CO)C(=O)Cc2cc(NS(=O)(=O)c3ccc(Cl)cc3)ccc2O[C@@H]1CN(C)S(=O)(=O)c1ccc(Cl)cc1	1	.
C[C@@H]1CN([C@H](C)CO)C(=O)Cc2cc(NC(=O)c3ccncc3)ccc2O[C@H]1CN(C)C(=O)Nc1ccc(F)cc1	0	6
COc1ccc(S(=O)(=O)N(C)C[C@H]2Oc3ccc(NC(=O)Nc4cccc5ccccc45)cc3C(=O)N([C@@H](C)CO)C[C@@H]2C)cc1	-3	.
Cc1cc(SCC(=O)Nc2ccc(SC(F)F)cc2)nc2ccccc12	1	-5
C[C@H]1CN([C@@H](C)CO)C(=O)c2cc(NS(=O)(=O)c3ccccc3)ccc2O[C@H]1CN(C)Cc1ccc2c(c1)OCO2	0	.
COc1ccc(NC(=O)Cc2nc(-c3ccc(OC)cc3)cs2)cc1	1	-7
CCOc1ccc(NC(=O)C2CC(=O)n3cnnc3N2)cc1 (centres undefined)	-1	-3
CCOc1ccc(NC(=O)Cn2c(-c3ccc(OC)cc3)nc3sc4c(c3c2=O)CCCC4)cc1	1	-3
C[C@H]1CN([C@@H](C)CO)C(=O)Cc2cc(N(C)C)ccc2O[C@@H]1CN(C)C(=O)Nc1ccc(F)cc1	0	.
COc1ccc(CN(C)C[C@H]2OCCCC[C@@H](C)Oc3ccc(N(C)C)cc3C(=O)N([C@H](C)CO)C[C@@H]2C)cc1	-1	.
C[C@H](CO)N1C[C@H](C)[C@H](CN(C)C(=O)Nc2ccccc2C(F)(F)F)OCc2cn(nn2)CCCC1=O	4	10
Cc1ccc(S(=O)(=O)Nc2ccc3c(c2)CC(=O)N([C@H](C)CO)C[C@@H](C)[C@H](CN(C)Cc2ccc4c(c2)OCO4)O3)cc1	-1	.
Cc1cc(C)c(S(=O)(=O)NCC(=O)Nc2cccc(Cl)c2Cl)c(C)c1	-3	3
(next part)
SMILES	STK33 kin inh	p53 PUMA act
COc1ccc(-c2ccc3c(c2)O[C@@H](CN(C)C(=O)Nc2ccccc2F)[C@@H](C)CN([C@H](C)CO)S3(=O)=O)cc1	.	-18
Cc1ccc(N=C2NC(=O)CC(C(=O)Nc3ccc(Cl)cc3)S2)cc1C (centres undefined)	.	-6
C[C@H](CO)N1C[C@H](C)[C@H](CN(C)Cc2ccccn2)Oc2ncc(C#CCC3CCCC3)cc2C1=O	.	1
CC(=O)Nc1c(O)nc(SCC(=O)N(c2ccccc2)c2ccccc2)[nH]c1=O	-4	1
Cc1noc(C)c1S(=O)(=O)N(C)C[C@@H]1Oc2ccc(NS(=O)(=O)c3cccs3)cc2CC(=O)N([C@H](C)CO)C[C@H]1C	-1	8
C[C@@H]1CN([C@H](C)CO)C(=O)c2cc(NC(=O)c3ccncc3)ccc2O[C@H]1CN(C)Cc1ccc(C(F)(F)F)cc1	-1	.
C[C@H]1CN([C@@H](C)CO)C(=O)c2cc(C3=CCCCC3)cnc2O[C@@H]1CN(C)CC1CCOCC1	.	6
C[C@H]1CN([C@@H](C)CO)C(=O)Cc2cc(NC(=O)NC3CCCCC3)ccc2O[C@@H]1CN(C)C(=O)Nc1ccccc1	1	0
Cc1cc(C)c(-c2cc(C(F)(F)F)no2)c(=O)[nH]1	.	22
CCc1cccc(C)c1NC(=O)COc1ccc(NC(C)=O)cc1	-8	-9
Cc1noc(C)c1NC(=O)N(C)C[C@H]1Oc2ccc(NC(=O)Cn3cnnn3)cc2CC(=O)N([C@@H](C)CO)C[C@@H]1C	-2	.
Cc1noc(C)c1NC(=O)Nc1cccc2c1O[C@@H](CN(C)Cc1ccc(C(F)(F)F)cc1)[C@@H](C)CN([C@@H](C)CO)C2=O	.	7
C[C@H](CO)N1C[C@H](C)[C@@H](CN(C)C(=O)NC2CCCCC2)Oc2c(NS(C)(=O)=O)cccc2C1=O	.	-1
CC(=O)c1ccc(NC(=O)c2ccc(CSc3ccccn3)cc2)cc1	3	34
C[C@H]1CN([C@@H](C)CO)S(=O)(=O)c2ccc(-c3cccnc3)cc2O[C@H]1CN(C)C(=O)CC1CC1	.	12
COc1ccc(S(=O)(=O)Nc2ccc3c(c2)CC(=O)N([C@@H](C)CO)C[C@H](C)[C@@H](CN(C)S(=O)(=O)c2ccc(F)cc2)O3)cc1	-4	.
C/C=C/c1cnc2c(c1)C(=O)N([C@H](C)CO)C[C@@H](C)[C@H](CN(C)C(=O)Nc1c(C)noc1C)O2	.	-4
CC(C)NC(=O)N(C)C[C@H]1Oc2ccc(NS(C)(=O)=O)cc2CC(=O)N([C@H](C)CO)C[C@H]1C	1	.
O=C(CCn1cnc2ccccc2c1=O)Nc1cccc(Cl)c1Cl	-8	5
OCc1cc2c(cn1)[nH]c1ccccc12	-3	20
O=C1CC(C(=O)Nc2ccc(O)c(C(=O)O)c2)C(c2ccccc2)O1 (centres undefined)	1	-5
C[C@H](CO)N1C[C@H](C)[C@H](CN(C)S(=O)(=O)c2ccc(F)cc2)Oc2ccc(NC(=O)CCC(F)(F)F)cc2CC1=O	0	.
C[C@H]1CN([C@@H](C)CO)C(=O)Cc2cc(NC(=O)Nc3ccc(C(F)(F)F)cc3)ccc2O[C@@H]1CN(C)Cc1ccc(-c2ccccc2)cc1	-2	.
Cc1noc(C)c1S(=O)(=O)N(C)C[C@H]1Oc2c(NC(=O)C3CCOCC3)cccc2C(=O)N([C@@H](C)CO)C[C@H]1C	.	17
COc1ccc(S(=O)(=O)N(C)C[C@H]2OCCCC[C@@H](C)Oc3ccc(N(C)C)cc3C(=O)N([C@H](C)CO)C[C@@H]2C)cc1	1	.
O=P(O)(C1Cc2ccccc2C1)C(O)c1ccco1 (centres undefined)	.	5

7 compounds picked at random from the list so far:
SMILES	STK33 kin inh	p53 PUMA act
C[C@H](CO)N1C[C@H](C)[C@H](CN(C)C(=O)Nc2ccccc2C(F)(F)F)OCc2cn(nn2)CCCC1=O	4	10
C[C@@H]1CN([C@@H](C)CO)C(=O)c2cccc(NS(=O)(=O)c3cn(C)cn3)c2O[C@H]1CN(C)Cc1ccc(C(F)(F)F)cc1	.	-4
C[C@H]1CN([C@@H](C)CO)C(=O)c2cc(NC(=O)Cc3ccccc3)ccc2O[C@@H]1CN(C)Cc1ccncc1	1	.
C[C@H](CO)N1C[C@H](C)[C@H](CN(C)S(=O)(=O)c2ccc(F)cc2)Oc2ccc(NC(=O)CCC(F)(F)F)cc2CC1=O	0	.
Cc1ccc(-c2cn(S(=O)(=O)c3cccc4nsnc34)nc2N)cc1	-2	-12
O=C(CC1Nc2cccc3cccc(c23)NC1=O)Nc1ccc(F)cc1 (centres undefined)	6	-27
CCn1c(SCC(=O)Nc2ccc([N+](=O)[O-])cc2)nnc1-c1ccccc1F	1	-10
